PLC-gamma1 inh – inhibitors of human phospholipase C gamma1 | P19174 | purified PLC-gamma1, fluorogenic substrate, fluorescence | inhibition, % at 12.2 µM | 370,000 compounds, 0.84% hits | AID 720700; in the data active = inhibition above about 9.5%
hgDAF-12 ag – activates the H. glycines DAF-12 receptor ligand-binding domain; HEK293 GAL4-hgDAF12 UAS-luciferase reporter, agonist luminescence; normalized to butyrate control; activation, % at 6.8 µM; 370,000 compounds, 1.8% hits; AID 687014;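 active = activation above a cutoff set at the mean of all screened compounds plus 3 SD, cut at about 10% in these data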;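 also: 0% = DMSO wells and 100% = sodium butyrate wells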
MBD2 inh – inhibitors of human MBD2 binding to methylated oligonucleotide. Q9UBB5. TR-FRET. inhibition, % at 4.4 µM. 370,000 compounds, 0.31% hits. AID 686964; in the data active = inhibition above about 13%
Target sequence (Q9UBB5 whole entry, looked up): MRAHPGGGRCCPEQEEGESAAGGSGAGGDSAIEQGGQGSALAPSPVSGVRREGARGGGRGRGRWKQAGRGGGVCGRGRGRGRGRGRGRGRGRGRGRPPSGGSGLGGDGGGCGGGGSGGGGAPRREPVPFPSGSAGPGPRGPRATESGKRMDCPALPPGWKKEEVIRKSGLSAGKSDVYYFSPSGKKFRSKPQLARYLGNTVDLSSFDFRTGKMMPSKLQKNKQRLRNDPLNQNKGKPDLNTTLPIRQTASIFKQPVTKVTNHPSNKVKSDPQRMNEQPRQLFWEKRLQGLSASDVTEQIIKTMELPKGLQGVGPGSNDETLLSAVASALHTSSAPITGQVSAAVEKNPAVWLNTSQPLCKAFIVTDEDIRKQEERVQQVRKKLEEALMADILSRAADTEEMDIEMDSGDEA
ADAM17 inh – inhibits human ADAM17; 370,000 compounds, 0.83% hits; AID 720648; recombinant ADAM17, EDANS/DABCYL FRET peptide cleavage; P78536; inhibition, % at 6.95 µM;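 active = inhibition above the mean of compounds lying between control limits plus 3 SD, set per campaign, cut at about 8.5% in these data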;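 also: 0% = DMSO-only wells as the low control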
SMARCA2 act – increases SMARCA2 function in MMTV reporter cells; MG213 cells, MMTV-luciferase reporter, dexamethasone, overnight; activation, % at 9.1 µM; 370,000 compounds, 1% hits; AID 652017; in the data active = activation above about 7.8%;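 also: 0% = vehicle wells and 100% = reference activator wells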
PLC-beta3 inh – inhibitors of human phospholipase C beta3; Purified PLC-beta3, fluorogenic substrate, fluorescence; inhibition, % at 12.2 µM; 370,000 compounds, 0.18% hits; AID 720704; in the data active = inhibition above about 11%;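 also: 0% = median of compound wells on plate and 100% = full blocker control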
DAX1 inh-1 – inhibitors of human orphan nuclear receptor DAX1 (NR0B1) | AID 504766 | P51843 | 340,000 compounds, 0.99% hits | inhibition, % at 6.75 µM | HEK293 Gal4-DAX1 luciferase reporter, luminescence;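 active = inhibition above the mean over all tested compounds plus 3 SD, cut at about 4.2% in these data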;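 also: 0% = DAX1-transfected cells with DMSO and 100% = empty-vector control cells with DMSO; inhibition shows as a rise in luminescence from relieved DAX1 repression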
Target sequence (P51843 207-470 limits assumed): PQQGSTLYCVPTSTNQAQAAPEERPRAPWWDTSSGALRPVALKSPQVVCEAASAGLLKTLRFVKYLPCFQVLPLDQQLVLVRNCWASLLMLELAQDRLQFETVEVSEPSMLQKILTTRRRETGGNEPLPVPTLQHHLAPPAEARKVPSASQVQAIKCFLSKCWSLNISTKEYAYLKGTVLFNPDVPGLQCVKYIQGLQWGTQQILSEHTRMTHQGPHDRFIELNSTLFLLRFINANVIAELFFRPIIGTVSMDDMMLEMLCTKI
hcDAF-12 act – activators of H. contortus DAF-12 nuclear receptor; HEK293 hcDAF-12 lit1-tk-luc reporter, luminescence; 0% DMSO, 100% Δ7-dafachronic acid; activation, % at 6.8 µM; 370,000 compounds, 1.4% hits; AID 652067;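 active = activation above the mean of all tested compounds plus 3 SD, cut at about 5.5% in these data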;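 also: 100% = response to 3 µM Δ7-dafachronic acid high control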
Rev-erbA mod – Rev-erb alpha (human) modulation | P20393 | 370,000 compounds, 0.79% hits | Rev-erbα–FITC-DNA binding, fluorescence polarization, 90 min | activity, % at 10 µM;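 active = activity above about 14%, limit read from the data; passing the limit was not always enough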;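 also: 0% = DMSO wells with 35 nM protein and 100% = DMSO wells with 750 nM protein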
ssDAF-12 act – S. stercoralis DAF-12 activation, primary screen; HEK293 ssDAF-12/GRIP1 lit1-tk-luc reporter, luminescence; % of 3 µM dafachronic acid response; activation, % at 6.8 µM; 370,000 compounds, 1% hits;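 active = activation above the mean over all tested compounds plus 3 SD, cut at about 0.9% in these data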;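 also: 0% = DMSO-only wells and 100% = 3 µM delta7-dafachronic acid wells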
DAX1 inh-2 – DAX1 (NR0B1) inhibition, primary screen | AID 652010 | HEK293T StAR-luciferase reporter, SF-1/DAX-1 repression relief | inhibition, % at 6.8 µM | 370,000 compounds, 1.1% hits;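 active = inhibition above the mean over all tested compounds plus 3 SD, cut at about 3.6% in these data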;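 also: 0% = DAX-1 cells with DMSO and 100% = cells lacking DAX-1 with DMSO; higher inhibition means more luminescence from relief of DAX-1 repression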
* marks the source's active call; other numbers are inactive results; . = no result given; & = joins results of further samples. The order is random. Share with any hit: about 7.4%.

SMILES	PLC-gamma1 inh	hgDAF-12 ag	MBD2 inh	ADAM17 inh	SMARCA2 act	PLC-beta3 inh	DAX1 inh-1	hcDAF-12 act	Rev-erbA mod	ssDAF-12 act	DAX1 inh-2
COc1ccc(NC(=S)N(CCCN2CCOCC2)Cc2ccccn2)cc1	1	1.4	3	-4	2	-4	0.8	-0.2	-1	-1.4	0.4
COc1ccc(CN(CC(=O)NCC2CCCO2)C(=O)CNS(=O)(=O)c2ccccc2)cc1 (stereo unspecified)	2	1.0	-2	0	-2	-6	-0.9	0.0	4	-1.0	-0.3
CC(=O)NC(=S)Nc1ccc(NC(=O)c2cccnc2)cc1	2	2.5	-1	-1	0	-4	0.3	-0.8	-4	-1.2	0.2
Cc1cccc(-n2c(-c3ccncc3)n[nH]c2=S)c1C	1	1.0	-1	-4	1	-5	1.8	-0.4	-2	-1.5	0.3
CC1=CS(=O)(=O)CC1Sc1ncn[nH]1 (stereo unspecified)	0	2.0	-1	-2	3	2	-0.4	1.7	5	-1.1	-0.5
CN(C)c1nc(NCc2ccccc2)nc(SCC(=O)Nc2ccc(Cl)c(Cl)c2)n1	1	-1.4	5	0	6	4	-0.5	0.7	9	-1.7	-0.4
COc1cc(OC)c(NC(=O)c2c(-c3ccccc3)noc2C)cc1Cl	2	1.4	2	2	1	1	-0.6	-1.4	-4	-1.1	-1.2
O=S(=O)(NCCc1csc(-c2cccnc2)n1)c1ccc2c(c1)OCCO2	-1	-1.2	-4	0	-1	-3	0.8	-1.5	2	-1.2	0.9
Cc1cc(NC(=O)C2CCN(S(=O)(=O)Cc3ccccc3)CC2)ccc1-n1cnnn1	7	-3.8	-4	0	-5	3	0.0	-0.7	0	-1.3	-1.4
CC(Oc1ccc(Cl)cc1)C(=O)Nc1cccc(S(=O)(=O)N2CCOCC2)c1 (stereo unspecified)	-2	0.8	3	1	-2	-6	-0.5	-0.7	-6	-1.6	-1.4
COc1cc(C2/C(=C(\O)c3ccc4c(c3)OCCO4)C(=O)C(=O)N2Cc2ccccc2)ccc1O (stereo unspecified)	-1	0.5	-8	1	2	-6	1.8	1.6	0	-0.6	0.3
Cc1nc2ccc(C(=O)OCc3nnc(-c4ccc(Br)cc4)o3)cc2nc1C	1	-0.5	2	0	-1	-5	0.0	-2.2	23*	-0.7	0.1
Cc1cccc(C(=O)OCC(=O)Nc2c(C)nn(-c3ccccc3)c2C)c1O	0	-1.9	1	-7	2	-3	0.3	0.0	6	-1.5	1.1
COc1cc2c(cc1OC)C(c1c(Cl)cccc1Cl)NC(=O)C2 (stereo unspecified)	3	3.1	-1	-4	2	3	1.1	-0.1	-2	-0.4	0.2
CCC(=O)NCCc1nc2ccccc2n1Cc1ccccc1	-1	1.1	-1	-11	-1	-1	0.3	0.5	-3	-1.1	-0.2
CCOc1cc2oc(=O)c3c(c2cc1Cl)CCC3	-2	-0.6	0	-10	0	3	-0.4	-2.3	1	-1.3	-0.5
CCCCNC(=O)C1(C)CCN1C(=O)c1ccc(OC)c(C(F)(F)F)c1 (stereo unspecified)	2	-3.8	-3	-3	-8	3	.	-2.3	0	-1.2	-0.8
COc1ccc(COCCN2CCN(S(=O)(=O)c3ccc(C)cc3)CCC2=O)cc1	2	-3.9	3	-4	-2	-2	.	-2.3	-1	-1.5	-0.6
Cc1nn(-c2ccncc2)c2c1C(=O)CC(C)(C)C2Br (stereo unspecified)	3	-2.0	0	-1	-1	0	-0.9	-0.5	-8	-0.7	-0.1
CCOC(=O)C1CCN(C(=O)c2n[nH]c(=O)c3ccccc23)CC1	-6	1.1	5	-2	1	0	1.1	-1.4	-2	-1.0	-0.2
O=C(NCc1cccnc1)c1cc(C2CCCCN2C(=O)c2cccs2)on1 (stereo unspecified)	2	-1.7	-2	0	-1	6	.	-1.0	-1	-1.7	-0.5
Cc1cc(N2CCN(CC(C)(C)O)C[C@@H]2C)ccc1N1CCN(CC(C)(C)O)[C@@H](C)C1	-1	-0.1	1	-2	5	-3	.	-0.1	2	-1.1	0.5
CC(C)(C)CC(=O)Nc1nnc(-c2cccs2)s1	0	8.6	-3	-7	-2	2	3.3	2.9	11	0.5	1.6
CC1(C(=O)NS(=O)(=O)c2ccccc2Cl)CCN1C(=O)CCc1ccc(Cl)cc1Cl (stereo unspecified)	-1	-2.1	-2	0	-2	-4	.	-0.2	3	-0.3	0.3
COc1ccc(C2C(C(C)=O)=C(O)C(=O)N2c2ccccn2)cc1 (stereo unspecified)	-6	1.0	-5	-2	2	-12	2.3	-1.6	0	-1.1	-0.3
COc1ccc(-c2ccc3c(c2)C2CC3CCN2S(=O)(=O)c2ccccc2C)cc1 (stereo unspecified)	-2	-1.7	4	-5	-3	2	-2.0	-0.3	-4	-0.9	0.9
CCOC(=O)N1CCN(C(=O)C[C@@H]2C[C@@]3(C(=O)OC)CCCCC=C3N(Cc3ccco3)C2=O)CC1	0	0.8	-8	1	6	0	.	-1.5	0	-1.4	-0.5
O=c1[nH]c(CSc2nnc(NCCCN3CCOCC3)s2)nc2cc(Cl)ccc12	1	2.1	-2	2	0	1	0.3	-0.9	2	-1.4	0.3
COC(=O)c1sccc1NS(=O)(=O)c1ccccc1[N+](=O)[O-]	1	0.1	5	-4	-2	-9	1.5	0.3	-2	-0.9	-0.2
CCc1cc(C(N)=S)ccn1	2&1	0.2&-2.3	-3&-1	-2&-5	2&-3	3&-1	0.5&-0.9	-2.1&-1.5	-4&-2&-2	-1.8&-1.4	0.0&0.7
COc1ccc(C2=NS(=O)(=O)N(C)C(C(=O)N3C(C)CCCC3C)=C2)cc1 (stereo unspecified)	-20	-0.9	1	-5	0	-23	0.2	-0.3	-8	-1.4	0.1
O=C(CSc1nc2ccccc2c(=O)n1CCC(=O)N1CCCCC1)NCc1ccccc1	3	-2.1	-3	3	-1	2	1.2	0.1	-1	-1.9	-0.8
CCCc1cc(=O)oc2cc(C)cc(OC(=O)c3ccco3)c12	-23	-0.4	2	-3	0	-23	0.6	-2.6	-3	-1.4	-0.9
COc1ccc(N2C(=O)CC(Sc3nc4c(cc3C#N)CCC4)C2=O)cc1 (stereo unspecified)	-5	1.2	-2	0	-1	-6	0.8	-0.5	-3	-1.2	1.3
Cc1ccc(N2C(=O)C3C4C=CC(CNC(=S)N5CCN(c6cccc(C)c6)C(C)C5)(O4)C3C2=O)cc1 (stereo unspecified)	2	2.6	-8	-1	6	4	-2.6	-0.5	9	-1.1	-0.2
CCC(C)N(C(=O)Cn1cnc2c1c(=O)n(C)c(=O)n2C)C1CCS(=O)(=O)C1 (stereo unspecified)	2	2.6	5	-6	-1	-2	0.4	0.5	5	-1.5	0.9
O=C(Nc1ccc2c(c1)C(=O)OC2)c1ccc(Cl)cc1	2	1.9	2	-5	-2	0	-0.1	-0.4	-1	-0.8	-0.1
N#CC1=C(N)OC2=C(C(=O)CCC2)C1CCc1ccccc1 (stereo unspecified)	-8	-1.7	4	-6	-1	-10	0.4	-0.8	2	-1.0	-0.8
CC(C)CCNC(=O)C(c1cccnc1)N(Cc1ccccc1)C(=O)Cn1nnc2ccccc21 (stereo unspecified)	0	0.6	-1	-2	-2	1	-1.1	1.0	2	-1.5	-0.5
O=C(Oc1cccnc1)c1ccco1	5	0.7	5	6	-7	6	1.1	0.4	3	-0.8	0.1
CC(C)NC(=O)N(C)C[C@H]1Oc2ccc(NC(=O)CCC(F)(F)F)cc2C(=O)N([C@H](C)CO)C[C@@H]1C	-3	-1.6	-2	0	1	1	0.5	-0.2	3	-1.5	0.0
Cc1c(N2C(=O)/C(=C/C3CC=CCC3)SC2=S)c(=O)n(-c2ccccc2)n1C (stereo unspecified)	-4	-2.6	-2	-4	-2	-5	.	-2.1	0	-1.6	-0.6
CC(=O)Nc1ccc(-c2cc3ccccc3o2)cc1	-20	10	6	-11	6	-23	4.5*	4.5	-3	0.9*	3.5
COCCSc1nnc(NC(=O)c2cc(C(=O)OC)cc([N+](=O)[O-])c2)s1	-3	-7.3	0	-3	-2	1	-0.9	-0.5	-5	-1.6	0.6
COc1ccc(/C=C/C(=O)NC(=S)N2CCCC(C(N)=O)C2)cc1 (stereo unspecified)	4	1.6	-2	-9	-3	-3	-0.2	-0.5	2	-1.1	0.1
COc1cc2[nH]c3c(=O)n(CCN4CCOCC4)cnc3c2cc1OC	-28	-0.5	-1	-58	3	-40	0.4	-2.3	1	-1.3	0.6
COc1ccc(NC(=O)c2ccc(CNc3c(N4CCCC4)c(=O)c3=O)cc2)cc1Cl	0	-2.1	1	-3	0	-3	-0.6	-0.6	-6	-0.9	-0.3
COCCNC(=O)C(c1ccc(C)cc1)N(C(=O)CCC(=O)Nc1ccccn1)c1cccc(C)c1 (stereo unspecified)	6	2.3	-2	-1	5	0	-1.4	-0.2	1	-0.2	0.0
CCCC(=O)C1=C(O)C(C(=O)OC)C(C)(C)CC1=Nc1ccc(OC)cc1 (stereo unspecified)	-1	-1.0	1	-1	-3	3	1.7	-1.9	-7	-1.6	0.1
CCCOc1ccc(/C=C2\SC(=S)N(CC3CCCO3)C2=O)cc1 (stereo unspecified)	-1	3.5	0	0	-1	-3	-0.1	-1.5	-2	-1.3	0.9
O=C(CSc1nnc(CNC(=O)c2ccc(F)cc2)o1)Nc1nccs1	2	-3.4	-2	-3	-1	-8	0.5	-1.5	0	-1.5	-0.2
N#Cc1ccc(-c2nc3cc(Cl)ccc3c(=O)n2O)cc1	-13	0.9	1	-5	-2	-23	-0.9	-0.5	4	-0.7	0.4
O=C(COC(=O)/C=C/c1ccc([N+](=O)[O-])cc1)NC(=O)NC1CCCCC1	-2	2.0	-1	2	-4	-10	-0.5	-3.0	5	-1.2	-0.9
C/C(=N\NC(=O)CN1CCN(Cc2ccccc2)CC1)c1cccs1	2	-2.8	-5	-3	-5	-5	3.9	-0.9	-1	-0.3	0.6
O=C(COC(=O)C12CC3CC(CC(C3)C1)C2)Nc1ccccc1F	1	0.3	1	1	0	8	-0.8	4.4	-5	-1.4	-0.2
N#Cc1ccc(NN=Nc2ccccc2C#N)cc1	0	2.7	-5	-1	-3	0	0.4	0.6	2	-0.7	-0.3

Single records, from the list above. Order of screens: PLC-gamma1 inh, hgDAF-12 ag, MBD2 inh, ADAM17 inh, SMARCA2 act, PLC-beta3 inh, DAX1 inh-1, hcDAF-12 act, Rev-erbA mod, ssDAF-12 act, DAX1 inh-2
Profile of COc1cc2[nH]c3c(=O)n(CCN4CCOCC4)cnc3c2cc1OC : -28, -0.5, -1, -58, 3, -40, 0.4, -2.3, 1, -1.3, 0.6
Profile of O=C(COC(=O)C12CC3CC(CC(C3)C1)C2)Nc1ccccc1F : 1, 0.3, 1, 1, 0, 8, -0.8, 4.4, -5, -1.4, -0.2
Profile of O=C(CSc1nnc(CNC(=O)c2ccc(F)cc2)o1)Nc1nccs1 : 2, -3.4, -2, -3, -1, -8, 0.5, -1.5, 0, -1.5, -0.2
Profile of CCCOc1ccc(/C=C2\SC(=S)N(CC3CCCO3)C2=O)cc1 (stereo unspecified) : -1, 3.5, 0, 0, -1, -3, -0.1, -1.5, -2, -1.3, 0.9
